Screening data: PubChem BioAssay, Columbia University Molecular Screening Center
Htt clearance: clearance of mutant huntingtin inclusions, primary screen, imaging, HeLa Exon1htt(103Q)mCFP, confocal imaging; aggregate imaging; zero = plate's median compound well; inhibition, % at 1.5 µM; actives 0.42% (n = 47,000); AID 853, 2007;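 active = inhibition of aggregate fluorescence above about 70%, also judged a hit by eye on the cell image, limit read from the data, passing the limit was not always enough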;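 note: cells exposed to compound for three days before fixation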
Htt clearance grain fraction: also measured in Htt clearance; calls as there; fraction fluorescence in grains; measured here: aggregate grain fluorescence fraction; active compounds read low;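 scaled fraction of total cell fluorescence in grains with unit not stated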
* hit, by the source's call; i = inactive; & = joins results of further samples. This is a subset (hit frequency here may not be typical).

SMILES | Htt clearance | Htt clearance grain fraction
O=C(Nc1cnn(Cc2ccc(Cl)cc2)c1)C1CCCC1 | 56 | 8.6
CC1=CC(C)=Nc2ccc(C)cc2N1 | 56&33 | 9.6&13
CCN1C(=O)/C(=C/N2CCc3ccccc32)SC1=S | 20 | 15
CC1(C)CC(=O)c2cnc(NC(=O)CSc3nc4ccccc4o3)nc2C1 | -70 | 32
Cc1cccc(OCc2nnc(SCc3nc4ccccc4c(=O)[nH]3)o2)c1 | 45 | 9.4
CC(=O)Nc1ccc(S(=O)(=O)Nc2nnc(C(C)C)s2)cc1 | 31 | 13
CCOc1ccc(NC(=O)c2nccnc2CO)cc1 | 32 | 27
COc1ccccc1NC(=O)c1ccccc1NS(C)(=O)=O | -12 | 21
O=C1c2ccccc2C(Nc2ccc(Cl)cn2)N1c1cccnc1 (centres undefined) | -8 | 52
O=C(O)c1ccccc1C(=O)N1CC=C(c2ccccc2)CC1 | 9 | 17
Cc1nc(-c2cccc(NS(C)(=O)=O)c2)cs1 | 10 | 28
CCCc1cc(=O)oc2cc3occ(C)c3cc12 | -14 | 41
O=C(CCN1CCN(c2ccccc2F)CC1)c1ccc(Br)cc1 | -31 | 51
Cc1ccc(S(=O)(=O)Cc2ccc(C(=O)OCc3ccccc3)cc2)cc1 | 33 | 16
COC(=O)Nc1sc2c(c1C(N)=O)CCCCCC2 | -8 | 20
COc1ccccc1NC(=O)Cn1nc(C(F)(F)F)c2c1CCCC2 | 61 | 12
O=C(NCC1COc2ccccc2O1)C1CCCN(S(=O)(=O)c2cccc3cccnc23)C1 (centres undefined) | -8 | 52
Cc1ccccc1CSc1nc2c(c(=O)[nH]1)CCCC2 | 8 | 18
COC(=O)c1ccccc1Sc1c(/C=N/OC(=O)c2ccccc2)c(C(F)(F)F)nn1C | 7 | 35
C/C=C/c1ccc(OCCCNC(C)CC)c(OC)c1 (centres undefined) | -4 | 20
O=C(c1ccc2c(c1)OCO2)N1CCN(c2ccccc2F)CC1 | 67 | 5.8
CCn1c(SCC(=O)c2ccc3c(c2)Cc2ccccc2-3)nnc1-c1ccc(N)cc1 | 6 | 21
Cc1ccc(C2C(C#N)=C(N)Oc3n[nH]c(C)c32)cc1 (centres undefined) | -13 | 40
O=C(Nc1cccc(C(F)(F)F)c1)c1ccc(Cn2cc(Br)cn2)o1 | 46 | 21
COc1cccc(-n2ccnc2SCC(=O)Nc2cc(OC)ccc2OC)c1 | 61 | 16
Cc1noc(C)c1COC(=O)CCCOc1ccc(Cl)cc1Cl | -77 | 37
COc1ccc(-n2c(C)csc2=S)cc1 | 23 | 15
Cc1ccc(-n2nnnc2SCn2nnc3ccccc3c2=O)cc1 | 30 | 15
COc1ccc(C2C(=O)N(C3CCCCC3)CC(=O)N2CCc2ccccc2)cc1OC (centres undefined) | 12 | 17
COCCn1nnnc1C(c1cccs1)N1CCN(c2ccccc2)CC1 (centres undefined) | -8 | 46
Cc1ccn2cc(CCNC(=O)CC(C)(C)C)nc2c1 | 25 | 35
CCCc1nc2oc3c(OC)ncnc3c2c2c1COC(C)(C)C2 | 8 | 22
CC(=O)OC(C(=O)NCS(=O)(=O)c1ccc(C)cc1)c1cccnc1 (centres undefined) | 8 | 19
COc1ccc(CCN2C(=O)CC(C(N)=O)SC2=Nc2ccccc2)cc1OC (centres undefined) | -31 | 53
CCOc1ccc(NC(=O)C2CC(=O)NC(N3CCc4ccccc43)=N2)cc1 (centres undefined) | -4 | 38
CCCNC(=O)c1ccc(CN2CCc3ccccc3C2)cc1 | 19 | 14
CCOc1ccc(-n2c(Cc3cc(=O)[nH]c(=O)[nH]3)nnc2SCC(=O)NC2CCCC2)cc1 | -53 | 69
O=C(Cc1ccccc1)n1nc(-c2ccccc2)nc1NCc1ccco1 | -4 | 49
CCN(CC)c1nc(Nc2ccccc2)nc(Oc2ccc(=O)[nH]n2)n1 | 64 | 7.8
O=C(c1cc(-c2ccco2)on1)N1CCN(C(c2ccccc2)c2ccccc2)CC1 | -5 | 44
Cc1ccccc1C(C(=O)NCc1ccccc1)N(Cc1ccco1)C(=O)c1ccccn1 (centres undefined) | -37 | 55
CCNC(=O)C1CCCN1S(=O)(=O)c1ccc(C)cc1 (centres undefined) | 16 | 17
CC1CCC(C(=O)NC(C(=O)N2CCC(N3CCCCC3)CC2)C(C)C)CC1 (centres undefined) | -48 | 56
COc1ccccc1CNS(=O)(=O)c1ccc2[nH]cc(C(=O)O)c(=O)c2c1 | -148 | 52
Oc1c(C=Nc2cccnc2)sc2ccccc12 | 33 | 14
O=C(Cc1cccs1)Nc1nc2c(s1)CCCC2 | 60 | 7.6
Cc1cc(C)nc(N2CCCC(C(=O)Nc3nc4ccc(S(C)(=O)=O)cc4s3)C2)n1 (centres undefined) | 52 | 9.4
COc1ccc(C2=NNC(c3cccs3)=Nc3ccc(OC)cc32)cc1 | -12 | 22
COc1cc2c(cc1OC)C(c1cc3cc4c(cc3[nH]c1=O)OCO4)N(C(=O)C1CC1)CC2 (centres undefined) | 46 | 9.7
COc1ccc(N2CCN(C(=O)NC3CCCCC3)CC2)cc1 | 36 | 12
Cc1ccc(OCc2nnc(NC(=O)Cc3cccs3)s2)cc1 | -25 | 26
Cc1ccc(SC(=O)COc2ccccc2C)cc1 | -4 | 24
COc1cc2nc(SCC(N)=O)n(CCC3=CCCCC3)c(=O)c2cc1OC | -32 | 57
Cc1c(C(Nc2ccccn2)c2ccccc2)c(=O)n(-c2ccccc2)n1C (centres undefined) | 33 | 13
CC(C)(C)NC(=O)C(c1ccco1)N(C(=O)c1ccc(CN2CCOCC2)o1)c1ccccc1 (centres undefined) | 38 | 26
COc1ccc(N2CCN(Cc3cc(=O)oc4cc(C)c(Cl)c(C)c34)CC2)cc1 | 8 | 43
COc1ccc(C(=O)NC2CCN(C(=O)NC3CCCCC3)CC2)cc1 | -21 | 51
COCc1cc(C)c2c(N)c(C#N)sc2n1 | -4 | 40
NC(=O)C1c2ccccc2CSc2ccccc21 (centres undefined) | -41 | 47
COc1ccc(N(C(=O)c2ccco2)C(C(=O)NC2CCCC2)c2ccc(N(C)C)cc2)cc1OC (centres undefined) | -14 | 22

A different layout for 18 compounds above.
Htt clearance,Htt clearance grain fraction,SMILES
-37,55,Cc1ccccc1C(C(=O)NCc1ccccc1)N(Cc1ccco1)C(=O)c1ccccn1 (centres undefined)
16,17,CCNC(=O)C1CCCN1S(=O)(=O)c1ccc(C)cc1 (centres undefined)
-48,56,CC1CCC(C(=O)NC(C(=O)N2CCC(N3CCCCC3)CC2)C(C)C)CC1 (centres undefined)
-148,52,COc1ccccc1CNS(=O)(=O)c1ccc2[nH]cc(C(=O)O)c(=O)c2c1
33,14,Oc1c(C=Nc2cccnc2)sc2ccccc12
60,7.6,O=C(Cc1cccs1)Nc1nc2c(s1)CCCC2
52,9.4,Cc1cc(C)nc(N2CCCC(C(=O)Nc3nc4ccc(S(C)(=O)=O)cc4s3)C2)n1 (centres undefined)
-12,22,COc1ccc(C2=NNC(c3cccs3)=Nc3ccc(OC)cc32)cc1
46,9.7,COc1cc2c(cc1OC)C(c1cc3cc4c(cc3[nH]c1=O)OCO4)N(C(=O)C1CC1)CC2 (centres undefined)
36,12,COc1ccc(N2CCN(C(=O)NC3CCCCC3)CC2)cc1
-25,26,Cc1ccc(OCc2nnc(NC(=O)Cc3cccs3)s2)cc1
-4,24,Cc1ccc(SC(=O)COc2ccccc2C)cc1
-32,57,COc1cc2nc(SCC(N)=O)n(CCC3=CCCCC3)c(=O)c2cc1OC
33,13,Cc1c(C(Nc2ccccn2)c2ccccc2)c(=O)n(-c2ccccc2)n1C (centres undefined)
38,26,CC(C)(C)NC(=O)C(c1ccco1)N(C(=O)c1ccc(CN2CCOCC2)o1)c1ccccc1 (centres undefined)
8,43,COc1ccc(N2CCN(Cc3cc(=O)oc4cc(C)c(Cl)c(C)c34)CC2)cc1
-21,51,COc1ccc(C(=O)NC2CCN(C(=O)NC3CCCCC3)CC2)cc1
-4,40,COCc1cc(C)c2c(N)c(C#N)sc2n1

Additional entries:
SMILES | Htt clearance | Htt clearance grain fraction
COc1ccc(N2C(=O)CSC23C(=O)Nc2ccccc23)cc1OC (centres undefined) | 2 | 29
CCn1c(-c2cc(OC)c(OC)c(OC)c2)n[nH]c1=S | -66 | 56
CC1S/C(=N/N=C/c2ccco2)NC1=O (centres undefined) | -39 | 46
Cc1nn(C(=O)c2ccco2)c(C)c1Br | 16 | 13
COc1ccc(C(=O)N2CCCCC2)cc1S(=O)(=O)Nc1ccccc1 | 1 | 34
C=CCOc1ccc(C2N3CC4(C)CN2CC(CCC)(C3)C4=O)cc1 (centres undefined) | -19 | 34
CCn1c(CNc2nc(-c3ccccc3)cs2)nnc1SCC(=O)NCc1ccccc1 | 60 | 7.3
CC(C)Cc1cc(C(=O)O)n[nH]1 | 4 | 38
Cc1sc2nc(SCc3nnc(-c4cccs4)o3)n(C3CCCC3)c(=O)c2c1C | 51 | 18
COC(=O)c1c(C)oc2ccc(OC(=O)c3cccs3)cc12 | 16 | 29
O=P(Cc1cc[n+]([O-])cc1)(c1ccccc1)c1ccccc1 | 21 | 34
O=C(NCC1CCCO1)c1ccc(COCC(F)(F)C(F)F)cc1 (centres undefined) | -14 | 21
Cc1cc(C)nc(N2CCCC(C(=O)NCc3ccccc3)C2)n1 (centres undefined) | -24 | 24
CC(=O)c1ccc(NC(=O)c2cccs2)cc1 | -24 | 22
COc1cccc(OCc2nc3c4cnn(-c5ccccc5)c4ncn3n2)c1 | 16 | 14
CCn1c(SCC(=O)c2ccc3c(c2)OCCO3)nnc1C(C)C | -36 | 49
COc1ccc(S(=O)(=O)Nc2cc3c(C(C)=O)c(C)oc3c3ccccc23)cc1 | -36 | 27
CCOCC(=O)Nc1nnc(Cc2ccc(OC)cc2)s1 | -20 | 24
CCN1C(=O)CC(N2CCN(c3ccc(Cl)cc3)CC2)C1=O (centres undefined) | 4 | 18
CCOC(=O)c1oc2c(O)c(O)ccc2c(=O)c1-c1nncn1-c1ccccc1 | 33 | 13
O=C(CN(C(=O)CCC(=O)Nc1nccs1)c1ccc(F)cc1)NCC1CCCO1 (centres undefined) | -7 | 19
CCN1CCN(c2oc(COc3ccc(-c4ccccc4)cc3)nc2C#N)CC1 | -25 | 45
Cc1cc(N2CCN(C(=O)c3ccco3)CC2)n2ncc(-c3ccccc3)c2n1 | 10 | 31
Cc1ccccc1N1CCN(Cc2cccc(C(=O)O)c2)CC1 | 2 | 41
CCOC(=O)c1c(C)nc2c(C#N)cnn2c1C | -39 | 24
COc1cc(C2C(C(C)=O)=C(O)C(=O)N2c2ccc(C)cc2)ccc1O (centres undefined) | -40 | 55
O=C(CSc1cn(CCNC(=O)c2cccs2)c2ccccc12)NC1CCCC1 | 36 | 33
COc1ccc(-c2ccc(=O)[nH]n2)cc1 | i | 438
CCOc1ccccc1C(=O)Nc1ccccc1O | -13 | 22
Cc1cc(C)cc(OCC(=O)N2CCCCCC2)c1 | -82 | 36
Cc1ccc(-c2nnc(Cc3ccc(Cl)cc3)o2)cc1 | 52 | 21
Cc1cc(C)n2c(SCc3ccc(C#N)cc3)nnc2n1 | -25 | 46
CC(C)(C)C1CCc2onc(C(=O)Nc3cnn(Cc4ccc(F)cc4)c3)c2C1 (centres undefined) | -33 | 25
Cc1ccc(C(=O)OCC(=O)Nc2ncc(Cl)cc2Cl)cc1NC(=O)c1ccco1 | -18 | 27
COc1ccc(CC(=O)Nc2cccc(-c3nnc(-c4ccco4)o3)c2)cc1 | 7 | 34
FC(F)(F)c1cc(-c2ccccc2)nc(NCC2CCCO2)n1 (centres undefined) | -20 | 45
CCn1c(SCC(=O)OC)nnc1-c1ccncc1 | 14 | 15
COc1cc(C)nc(NS(=O)(=O)c2ccccc2)n1 | 20 | 14
COCCCNC(=O)C1CCCN(C(=O)Nc2ccc(OC)cc2)C1 (centres undefined) | 14 | 16
Cc1csc(=Nc2ccc(S(=O)(=O)N3CCOCC3)cc2)n1Cc1ccco1 | 2 | 28

Reprinted at random: 2 entries already listed.
SMILES | Htt clearance | Htt clearance grain fraction
O=C(CSc1cn(CCNC(=O)c2cccs2)c2ccccc12)NC1CCCC1 | 36 | 33
CCN1CCN(c2oc(COc3ccc(-c4ccccc4)cc3)nc2C#N)CC1 | -25 | 45

Next records
SMILES | Htt clearance | Htt clearance grain fraction
O=C(c1cccc(OC(F)F)c1)N1CCN(c2ncccn2)CC1 | 25 | 28
CC(=O)c1cc(C#N)c(SCC(=O)OC(C)(C)C)nc1C | -31 | 40
CCOC(=O)c1ccc(NC(=O)NC2CCN(CC(=O)NCc3ccc4c(c3)OCO4)CC2)cc1 | 4 | 33
CCC(Oc1ccccc1)C(=O)NCc1cccnc1 (centres undefined) | -33 | 27
Cc1cccc(C2(c3cccc(C)c3)OC(=O)c3ccccc32)c1 | 18 | 31
O=C(Nc1ccc2c(c1)OCO2)N1CCN(c2cccc(C(F)(F)F)c2)CC1 | 41 | 11
CC(O)c1nc2ccccc2n1C1CCCCC1 (centres undefined) | 17 | 16
CC1=CC(=O)N(c2cccc(C(F)(F)F)c2)C1c1ccc(Cl)cc1 (centres undefined) | -38 | 30
CC(C)C(=O)Nc1cccc(NC(=O)CCN2C(=O)c3ccccc3S2(=O)=O)c1 | 7 | 18
Cc1c(CN(C)C(=O)c2ccc(Br)o2)cnn1C | 47 | 9.9
CCCCNS(=O)(=O)c1ccc(OC)c2ncccc12 | 23 | 15
Cc1cccc2sc(NC(=O)Cn3cccc3)nc12 | -67 | 52
Cc1ccc(S(=O)(=O)NCCSc2nnnn2-c2cc(C)ccc2C)cc1 | 18 | 15
CCOc1ccc(OCC)c(NC(=O)C2CCN(S(=O)(=O)c3cnc[nH]3)CC2)c1 | 15 | 16
CCCCSc1nc2c(cc1C#N)CCC2 | -31 | 24
O=c1c2ccccc2nc(SCc2nnc(-c3ccccc3)o2)n1-c1ccc(F)cc1F | 52 | 9.7
O=[N+]([O-])c1ccc(-c2nc(-c3cccs3)c(-c3cccs3)[nH]2)cc1 | -12 | 43
CCC(C)NS(=O)(=O)c1ccc(OCC(=O)NCC2CCCO2)cc1 (centres undefined) | 51 | 18
O=C(NC1CCCCC1)N(CCN1CCCC1)Cc1cc2cc3c(cc2[nH]c1=O)OCCO3 | -4 | 37
Cc1cc(C)n(-c2nc(C)nc(N)n2)n1 | 48 | 9.8
CC(=O)c1c(C)nc(-c2ccc3c(c2)OCO3)n1O | 70 | 10
